# SDO1 yeast rescue = compounds rescuing growth of sdo1-depleted yeast, bone marrow failure model; S. cerevisiae sdo1-depleted JHY4D growth rescue, OD600 30 h; active compounds read high; pdr5 snq2 efflux-pump mutant strain; z-score at 10 µM; 140,000 tested, 0.21% active;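 active = z-score above 3 at both the 24 hr and the 30 hr optical density reads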;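 note: z-score against mean and SD of all compound wells on the same plate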
# Insulin prom inh = TRM-6 insulin promoter activity inhibition. 130,000 tested, 0.9% active. inhibition, % at 2 µM. TRM-6 cells (human fetal islet line), insulin promoter-eGFP reporter, imaging; reporter expression induced with tamoxifen;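 active = inhibition above the mean plus 3 SD, with well images judged a real hit on visual review, cut at about 60% in these data, passing the limit was not always enough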
# SDO1 yeast rescue Rescue 24 h = further read-out of SDO1 yeast rescue, marked with its call; z-score; S. cerevisiae sdo1-depleted JHY4D growth rescue, OD600; measured here: growth rescue at 24 h;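 0 is the plate mean of compound wells and units are plate SD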
# An asterisk follows results filed as active; . = not tested or not shown.
# Values run as follows: SDO1 yeast rescue	SDO1 yeast rescue Rescue 24 h	Insulin prom inh
> Cc1cc(C)c(NC(=O)COc2nncc3ccccc23)c(C)c1
→ 0.32	0.15	20
> O=C(CSc1nnc(-c2ccccc2)o1)Nc1ccccc1F
→ 1	2.1	.
> CCOC(=O)c1c(C)nc2c(c1-c1ccccc1)C(=O)c1ccccc1-2
→ 0.07	-0.02	-37
> CC(C)(OC1OC(CO)C(O)C(O)C1O)[C@H]1Oc2ccc3ccc(=O)oc3c2[C@H]1O (stereo not given in full)
→ 0.48	0.52	33
> COc1ccc(CCNC(=O)C2CCN(S(=O)(=O)N3CCCCCC3)CC2)cc1OC
→ -0.24	-0.38	.
> CCOc1ccccc1NC(=O)C(OC(=O)c1cc(C)oc1C)c1ccccc1 (stereo not given)
→ -0.58	-0.35	-6
> Cc1noc(C(=O)N2CCN(c3ccc(F)cc3)CC2)c1Cl
→ -0.64	-0.86	.
> Cc1ccc(CNC(=O)C2CCCN(S(C)(=O)=O)C2)cc1 (stereo not given)
→ 0.31	0.2	-43
> CC1(C(=O)NC2CCCCCCC2)CCC(=O)N1Cc1cccnc1 (stereo not given)
→ -0.55	-0.21	.
> CCOC(=O)c1ccc(NC(=O)CN2C(=O)NC3(CCC(C)CC3)C2=O)cc1 (stereo not given)
→ .	.	58
> CCN(CC)CCCNC(=O)c1cc(Sc2nnc(C)s2)nc2ccccc12
→ -0.72	-1.3	-17
> COC(=O)c1cccc(NC(=S)N2CCCCC2)c1
→ .	.	-10
> O=C(/C=C/c1ccccc1Cl)NCCc1ccccc1
→ 0.38	0.43	.
> Cc1ccc2nc(C)c(C(=O)N/N=C/c3ccccc3[N+](=O)[O-])cc2c1
→ 0.94	0.64	-2
> Cc1occc1-c1nnc(SCC(N)=O)n1Cc1ccccc1
→ -0.52	-1	37
> CCOC(=O)c1c(NC(=O)CN2C(=O)NC3(CCCCC3)C2=O)sc(C)c1-c1ccc(C)cc1
→ -1.1	-0.47	.
> O=C(Nc1ccc2oc(-c3ccc(F)cc3)nc2c1)c1ccccc1F
→ -0.51	0.07	9
> O=C(COc1ccccc1)Nc1ccc2c(c1)Cc1cc(NC(=O)COc3ccccc3)ccc1-2
→ 0.94	2.1	.
> Cc1ccc(S(=O)(=O)Nc2ccc(=O)n(Cc3ccc(Cl)c(Cl)c3)c2)cc1
→ 1.1	1.5	-23
> COC(=O)c1ccc2c(=O)n(CCCCCC(=O)N3CCN(c4ccccc4)CC3)c(=O)[nH]c2c1
→ -0.64	-0.18	.

# Some of the entries so far, as labelled records.
> Cc1ccc(S(=O)(=O)Nc2ccc(=O)n(Cc3ccc(Cl)c(Cl)c3)c2)cc1
  SDO1 yeast rescue = 1.1; SDO1 yeast rescue Rescue 24 h = 1.5; Insulin prom inh = -23

> COC(=O)c1ccc2c(=O)n(CCCCCC(=O)N3CCN(c4ccccc4)CC3)c(=O)[nH]c2c1
  SDO1 yeast rescue = -0.64; SDO1 yeast rescue Rescue 24 h = -0.18; Insulin prom inh = .

# The main list resumes with the 5 entries that preceded the break.
# Values run as follows: SDO1 yeast rescue	SDO1 yeast rescue Rescue 24 h	Insulin prom inh
> CCOC(=O)c1c(NC(=O)CN2C(=O)NC3(CCCCC3)C2=O)sc(C)c1-c1ccc(C)cc1
→ -1.1	-0.47	.
> O=C(Nc1ccc2oc(-c3ccc(F)cc3)nc2c1)c1ccccc1F
→ -0.51	0.07	9
> O=C(COc1ccccc1)Nc1ccc2c(c1)Cc1cc(NC(=O)COc3ccccc3)ccc1-2
→ 0.94	2.1	.
> Cc1ccc(S(=O)(=O)Nc2ccc(=O)n(Cc3ccc(Cl)c(Cl)c3)c2)cc1
→ 1.1	1.5	-23
> COC(=O)c1ccc2c(=O)n(CCCCCC(=O)N3CCN(c4ccccc4)CC3)c(=O)[nH]c2c1
→ -0.64	-0.18	.
> C=CCn1c(NCc2ccc(N(C)C)cc2)nc2ccccc21
→ 0.09	-1.4	0
> O=C(COC(=O)Cn1cnc2ccccc21)Nc1cc2c(cc1Cl)C(=O)c1ccccc1C2=O
→ .	.	-45
> COc1ccc(CCn2c(-c3ccco3)nc3nc4ccccc4nc32)cc1
→ -0.9	0.35	-179
> CCOc1ccc(NC(=O)/C(=C\c2ccc(OC(C)=O)c(OC)c2)NC(C)=O)cc1
→ 0.04	-0.21	-11
> O=C(CCOc1ccccc1)Nc1ccc(S(=O)(=O)N2CCCC2)cc1
→ -0.1	0.01	.
> COC(=O)Cn1c(=N)n(CCN2CCCCC2)c2ccccc21
→ 0.33	0.96	36
> COc1ccc(-n2c(=O)c3c4c(sc3n(Cc3cccc(F)c3)c2=O)CN(C(C)=O)CC4)c(OC)c1
→ .	.	43
> Cc1ccc(Nc2nc(N)c([N+](=O)[O-])c(N3CCOCC3)n2)cc1C
→ 1.3	0.48	-15
> C/C(CC(=O)NC1CCCC1)=N\NC(=O)Cc1cccs1
→ 0.31	0.28	-47
> CN(C)CCNS(=O)(=O)c1ccc(Cl)cc1
→ 0.19	-0.92	-35
> CCCCCCOc1ccc(/C(C)=N/NC2=NCCN2)cc1[N+](=O)[O-]
→ .	.	21
> NC(=O)CSc1nc(O)cc(=O)n1-c1ccccc1
→ 1.2	1.1	-9
> Cc1ccc2nc3ccc(N4CCCC4)nn3c(=O)c2c1
→ 0.91	0.48	.
> CC(NS(=O)(=O)c1cccc(Cl)c1)C(=O)Nc1ccc(-c2nc3ccccc3s2)cc1 (stereo not given)
→ 0.15	2.6	-20
> Cc1ccc(C)c(N2CCN(c3nnnn3-c3ccccc3)CC2)c1
→ -0.88	-0.89	-76
> O=C(Cn1c(C(F)(F)F)nc2ccccc21)N1CCCC1
→ -0.44	-0.69	.
> CC(=O)c1ccccc1NCC(=O)Nc1ccc(C)cc1
→ .	.	-5
> COc1cc(C2CC(=O)NC3=C2C(=O)CC(C)(C)C3)cc(OC)c1O (stereo not given)
→ 1.1	1.1	-33
> CC(=O)N1N=C(c2ccccc2)OC1c1ccc([N+](=O)[O-])s1 (stereo not given)
→ .	.	-193
> Cc1c(C(=O)OCCOC(C)C)[nH]c2c1C(=O)CC(c1ccco1)C2 (stereo not given)
→ 0.17	-0.16	.

# Among those listed so far, two have two or more sulfur atoms:
# Values run as follows: SDO1 yeast rescue	SDO1 yeast rescue Rescue 24 h	Insulin prom inh
> CCN(CC)CCCNC(=O)c1cc(Sc2nnc(C)s2)nc2ccccc12
→ -0.72	-1.3	-17
> CC(NS(=O)(=O)c1cccc(Cl)c1)C(=O)Nc1ccc(-c2nc3ccccc3s2)cc1 (stereo not given)
→ 0.15	2.6	-20

# Continuation:
# Values run as follows: SDO1 yeast rescue	SDO1 yeast rescue Rescue 24 h	Insulin prom inh
> Cc1ccc(C2c3sc(=O)[nH]c3SC3C4CC(C5C(=O)N(C(C)C(=O)O)C(=O)C45)C23)cc1 (stereo not given)
→ 1.6	0.51	-64
> Cn1c(=O)c2c(nc(SCC(=O)NCC3CCCO3)n2C)n(C)c1=O (stereo not given)
→ 1.7	2.6	.
> CCCC(=O)NCc1cc(-c2nn(C)c(=O)c3ccccc23)ccc1C
→ 0.97	0.44	50
> Cc1ccc(OCCn2cc(/C=C(\C#N)C(=O)NCC3CCCO3)c3ccccc32)cc1 (stereo not given)
→ -0.41	-0.68	0
> COc1ccc(S(=O)(=O)Nc2ccc(CC#N)cc2)cc1
→ 0.58	0.52	-268
> O=C(CSC1CC(=O)N(CCc2ccccc2)C1=O)Nc1ccc(Cl)cc1 (stereo not given)
→ -0.6	-0.63	.
> Cc1ccc(C(=O)C(OC(=O)CNS(=O)(=O)c2ccccc2)c2ccccc2)cc1 (stereo not given)
→ -0.15	-0.02	11
> O=C(O)CNS(=O)(=O)c1ccc(F)cc1
→ 0.85	1.4	18
> CC(C)=CC(=O)OCC(=O)Nc1ccccc1Cl
→ 0.67	0.98	7
> COc1cccc(C2CC(c3cccc(Br)c3)n3ncnc3N2)c1 (stereo not given)
→ -1.2	-1.1	.
> N#CC1=C(N)Oc2ccc3ccc(O)cc3c2C1c1ccsc1 (stereo not given)
→ 1.7	1.9	.
> CC(C)n1c(SCC(N)=O)nc2c1c(=O)n(C)c(=O)n2C
→ 0.95	1.3	-12
> COC(=O)C1=C(NC(=O)C(C)(C)C)CCS1
→ 0.02	-0.52	.
> CCCCn1nc2cc(C(=O)NCC34CC5CC(CC(C5)C3)C4)ccc2c1OCC
→ -0.51	-0.58	27
> CSc1nc(C)c2c(c1C#N)CCCC2
→ -0.74	-0.63	.
> Cc1ccc(O)c(C(=O)c2cnn(-c3ccccc3)c2)c1
→ -1.1	-0.88	3
> CC(Oc1ccc(C(=O)NCCc2ccccc2)cc1)C(=O)O (stereo not given)
→ -0.64	-1.3	0
> O=C(Cn1cnc2c(cnn2-c2ccc(Cl)cc2)c1=O)NCC1CCCO1 (stereo not given)
→ 2.9	3.7	.
> Cn1c(=S)n(CCC(=O)O)c2ccccc21
→ .	.	11
> CN1CCN(C(=O)c2ccc3c(c2)NC(=O)C(C)(C)O3)CC1
→ -0.17	-0.77	45
> Cc1ccc(NC(=O)NC(=O)COc2ccc(Cl)cc2Cl)c(C)c1
→ 0.53	0.24	.
> O=c1oc2c(Cl)cc(Cl)cc2cc1-c1nnc(Nc2ccccc2F)s1
→ 1.5	1.5	.
> CCn1cc(C(=O)NCCCOC(C)C)c2cc(OC)c(OC)cc2c1=O
→ 1	0.61	-26
> CCC(c1nnnn1C1CCCC1)N(Cc1cccs1)Cc1cc2cc(C)ccc2[nH]c1=O (stereo not given)
→ -0.87	-1.2	.
> O=C(NC(=S)N1CCN(Cc2ccc3c(c2)OCO3)CC1)c1ccc(Cl)cc1
→ -1.8	-1.2	.
> COc1ccc(/C=C/C(=O)Nc2sc3c(c2C(=O)NCc2cccnc2)CCCC3)cc1
→ -1.2	0.21	11
> CCOC(=O)CSc1nc2ccccc2c(=O)n1CCC(=O)NCCc1ccc(OC)c(OC)c1
→ 0.26	-0.31	-19
> Cn1cc(CNC(=O)COc2ccc(Cl)cc2Cl)cn1
→ -0.01	-1.6	-27
> CCOc1cc(/C=N/Nc2nc(N3CCCC3)nc(N3CCCC3)n2)ccc1O
→ -0.23	-0.07	35
> CC(C)(C)C(=O)NCCN1C(=O)S/C(=C\c2ccc([N+](=O)[O-])cc2)C1=O
→ -0.71	-0.75	-1
> Cc1nnn(C23CC4CC(CC(CC(=O)Nc5ccc(C)c(C)c5)(C4)C2)C3)n1
→ -1.4	-1.1	31
> O=C(C1CCN(c2nnc(-n3cccc3)s2)CC1)N1CCc2ccccc2C1
→ -0.88	-1.1	.
> O=C(O)COc1ccc(S(=O)(=O)c2ccc(OCC(=O)O)cc2)cc1
→ 0.94	0.96	.
> Cn1c(Cn2c(=O)sc3ccccc32)nnc1SCC(=O)Nc1ccc(Cl)cc1
→ -0.25	-0.74	.
> Cc1ccc(NC(=O)COC(=O)c2cc(Cl)ccc2Cl)c(Br)c1
→ -0.85	0.04	-16
> CC1(C)CC(=O)c2cnc3c(C#N)cnn3c2C1
→ .	.	14
> COc1c(F)c(F)c(C(=O)O)c(Nc2cccc(C)c2)c1F
→ .	.	8
> CC(=O)NC1C(Oc2ccc(C)cc2)OC2COC(c3ccco3)OC2C1O (stereo not given)
→ 0.39	-0.03	-14
> CC1CC(C)(C)Nc2ccc(OC(=O)c3ccco3)cc21 (stereo not given)
→ 0.39	-0.01	-14
> O=C(N/N=C/c1ccc(-c2cccc([N+](=O)[O-])c2)o1)[C@H]1C[C@@H]1c1ccccc1
→ -1.4	-0.85	-5
> COCCN=C1Sc2nc3cc4c(cc3cc2CN1CC1CCCO1)OCO4 (stereo not given)
→ .	.	41
> COc1ccc(C(=O)/C=C/c2ccc(N3CCCCC3)c([N+](=O)[O-])c2)cc1
→ -0.38	-0.82	.
> CCSc1nnc(NC(=O)C2CC2c2ccccc2)s1 (stereo not given)
→ -1	-0.97	-5
> C=CCOC(=O)C(C#N)c1nc2ccccc2nc1N1CCCC1 (stereo not given)
→ -0.87	-0.51	12
> COC(=O)c1ccc(NC(=O)C23CC4CC(C2)CC(n2cnc(Cl)n2)(C4)C3)cc1
→ -1.1	-1.4	33
> O=C(NCc1ccccn1)c1ccc(Br)s1
→ -0.17	-0.03	-309
> O=C1/C(=C/c2ccccc2)CCC1C1CCCC1 (stereo not given)
→ 0.58	0.62	25
> CC1CN(Cc2nc3c(c(=O)n(C)c(=O)n3C)n2Cc2ccccc2)CC(C)O1 (stereo not given)
→ -0.12	-0.71	.
> CCOc1ccc(S(=O)(=O)n2cc(-c3ccc(F)cc3)c(N)n2)cc1
→ -0.75	1.5	87*
> CC1SC(=NC(=O)C(C)N2C(=O)c3ccccc3C2=O)NC1=O (stereo not given)
→ 0.93	0.38	-280
> CCn1c(SCC(=O)C(C)(C)C)nnc1-c1ccccc1OC
→ 0.53	0.08	0
> COc1ccc(CN(C)CC(=O)NC(=O)NCc2ccccc2)cc1OC
→ -0.41	-1.2	7
> CCOc1cc(N2CCOCC2)c(OCC)cc1NC(=O)c1ccc(C)cc1
→ .	.	37
> CCC1(C)Cc2nc3sc(C(=O)O)c(N)c3cc2CO1 (stereo not given)
→ 0.63	-0.47	.
> Cc1ccc2nc3c(cc(C(=O)NC4CCCC4)c(=N)n3CCCn3ccnc3)c(=O)n2c1
→ .	.	-5
> CC(C)c1nnc(NC(=O)CSc2ncn[nH]2)s1
→ 0.31	-0.68	.
> COC(=O)C1=C(C)N(c2ccc(Cl)c(Cl)c2)C(=O)C1
→ -1.7	-0.56	69
> COc1ccccc1NC(=S)NCCSc1ccc(Cl)cc1
→ -1.9	-0.79	-56
> O=C(CCC1N=C2c3ccccc3N=C(SCc3ccc(Cl)cc3)N2C1=O)NCc1ccco1 (stereo not given)
→ 0.01	0.4	-35
> COc1ccc(N(Cc2cc3ccc(C)cc3[nH]c2=O)C(C)=O)cc1
→ 0.18	0.6	-10
> CC(=O)C1=C(C)NC(=O)NC1c1ccc(Cl)cc1 (stereo not given)
→ .	.	-23

# Bioassay records as filed in PubChem.
